Bioassay records: PubChem BioAssay, several laboratories
SUMO HTRF inh – blocks human SUMOylation mediated by UBC9 | P63279 | HTRF SUMOylation assay, SAE1/SAE2 + UBC9, in vitro | inhibition, % at 35 µM | hit rate 0.36% among 290,000 | AID 2006; in the data active = inhibition above about 50%, passing the limit was not always enough; also: strong numbers were not always called active
p-CIP stab down – lowers stability of the mouse p/CIP coactivator protein | hit rate 0.01% among 290,000 | AID 1984 | F442A p/CIP-EGFP cells, EGFP fluorescence, 16 h | decrease of EGFP signal, % at 10 µM;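 active = EGFP signal decrease of at least 30% at 10 µM or well 3 SD below plate mean, unless failing retest; inactive = the rest, including hits failing retest or dose response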; also: some compounds called inactive have numbers as strong as hits; many of its hits are not listed in these tables
CRFBP-R2 block – CRF-BP/CRF-R2 complex antagonism. AID 588475. hit rate 0.59% among 350,000. inhibition, % at 11.8 µM. HEK293 CRF-R2/CRF-BP, CRF-induced calcium fluorescence;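 active = inhibition of the ligand-induced calcium signal above about 50% at the single tested concentration, limit read from the data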
IDE act – IDE (human) activation, cell-based; P14735; HEK cells, FAbeta-B cleavage, fluorescence polarization; 0% vehicle, 100% cell-free pure enzyme wells; activation, % at 5.96 µM; hit rate 0.073% among 340,000;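 active = activation above the mean of all tested compounds plus 3 SD, set per screening campaign, cut at about 17% in these data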
Target sequence (P14735 whole entry, looked up): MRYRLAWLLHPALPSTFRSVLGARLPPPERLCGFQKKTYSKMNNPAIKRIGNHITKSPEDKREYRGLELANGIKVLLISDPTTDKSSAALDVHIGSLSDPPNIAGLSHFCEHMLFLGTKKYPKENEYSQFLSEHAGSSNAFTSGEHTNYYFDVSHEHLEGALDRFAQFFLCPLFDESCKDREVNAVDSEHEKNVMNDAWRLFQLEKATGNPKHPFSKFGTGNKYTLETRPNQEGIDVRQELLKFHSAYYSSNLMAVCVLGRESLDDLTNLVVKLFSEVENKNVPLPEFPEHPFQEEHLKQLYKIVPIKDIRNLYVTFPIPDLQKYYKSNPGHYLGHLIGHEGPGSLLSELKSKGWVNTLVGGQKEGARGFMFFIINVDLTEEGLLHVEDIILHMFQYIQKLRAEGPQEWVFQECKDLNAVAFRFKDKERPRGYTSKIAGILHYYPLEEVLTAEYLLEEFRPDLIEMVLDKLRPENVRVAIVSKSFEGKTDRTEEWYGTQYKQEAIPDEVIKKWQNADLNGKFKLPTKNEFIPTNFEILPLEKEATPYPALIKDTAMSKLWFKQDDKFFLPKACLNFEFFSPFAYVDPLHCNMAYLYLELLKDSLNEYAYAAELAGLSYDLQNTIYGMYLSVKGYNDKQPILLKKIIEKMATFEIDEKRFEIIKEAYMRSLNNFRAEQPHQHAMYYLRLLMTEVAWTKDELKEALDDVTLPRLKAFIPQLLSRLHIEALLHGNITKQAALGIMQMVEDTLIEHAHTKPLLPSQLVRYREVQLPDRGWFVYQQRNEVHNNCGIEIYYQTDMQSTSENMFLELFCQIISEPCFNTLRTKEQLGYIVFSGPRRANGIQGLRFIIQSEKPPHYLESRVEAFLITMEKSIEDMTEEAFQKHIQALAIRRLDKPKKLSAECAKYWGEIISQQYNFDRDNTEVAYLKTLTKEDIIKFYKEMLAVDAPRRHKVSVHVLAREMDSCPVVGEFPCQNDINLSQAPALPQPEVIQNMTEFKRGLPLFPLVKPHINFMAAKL
IMP-1 inh – inhibitors of Pseudomonas aeruginosa IMP-1 metallo-beta-lactamase. purified IMP-1, nitrocefin hydrolysis, epi-absorbance fluorescence. inhibition, % at 5.6 µM. hit rate 0.45% among 290,000;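 active = inhibition above the mean plus 3 SD of all compounds in the same screening run, cut at about 4.5% in these data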;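 also: 0% = IMP-1 with DMSO and 100% = DMSO wells lacking enzyme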
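Assay system: purified recombinant IMP-1 beta-lactamase. Input: IMP-1 0.2 nM before substrate addition. Buffer or medium: Zinc- and detergent-supplemented HEPES buffer, pH 7.1. Schedule: 25 °C, 15 min preincubation, 25 min reaction. Signal: Epi-absorbance fluorescence, 480 nm excitation, 530 nm emission. Evaluation: percent inhibition from optical density relative to buffer-blank wells.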
VIM-2 inhibitor – inhibitors of Pseudomonas aeruginosa VIM-2 metallo-beta-lactamase | purified VIM-2, nitrocefin hydrolysis, epi-absorbance fluorescence | inhibition, % at 5.6 µM | hit rate 0.89% among 290,000;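 active = inhibition above the mean of all tested compounds plus 3 SD, cutoff set per screening run, cut at about 7.5% in these data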;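 also: red hydrolysis product quenches plate fluorescence so inhibitors raise well fluorescence; 0% = enzyme with DMSO and 100% = DMSO without enzyme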
HCV NS3 hel inh – inhibitors of Hepatitis C virus NS3 helicase. hit rate 0.56% among 290,000. NS3 helicase DNA unwinding, Cy5 molecular beacon fluorescence. inhibition, % at 10.9 µM. AID 1800;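 active = inhibition above the mean of all tested compounds plus 3 SD, set per campaign, cut at about 35% in these data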;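 also: 0% = DMSO wells and 100% = thioflavine S control wells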
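Assay system: hepatitis C virus NS3 helicase domain fragment enzyme. Also added: annealed dual-labelled DNA beacon duplex, ATP-started. Timing: 1 h reaction at 25 °C, ATP-initiated. Technique: Cy5 fluorescence at 0 and 60 min, beacon hairpin quenching. Evaluation: % inhibition of unwinding. Replication: one well per compound.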
GalR3 antag – blocks the human galanin receptor 3. O60755. HEK293 GalR3-CNG cAMP membrane potential fluorescence; galR3 body fused to GalR1 C-terminus. inhibition, % at 3 µM. hit rate 0.44% among 360,000. AID 651719;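 active = inhibition above the screen-wide average plus 3 SD, cut at about 13% in these data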;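 also: forskolin and galanin both at EC90 stimulate the cells; cAMP rise reported by CNG channel membrane potential dye signal; 0% = forskolin plus galanin with DMSO and 100% = forskolin alone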
IDE inh – inhibitors of human insulin-degrading enzyme in cells; P14735; inhibition, % at 5.59 µM; HEK cells, FAbetaB cleavage, fluorescence polarization; hit rate 0.41% among 320,000;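 active = percent inhibition above the average of all tested compounds plus 3 SD, set per screening campaign, cut at about 16% in these data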;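 also: IDE supplied by intact live HEK cells; FP after avidin binding of uncleaved biotin substrate so inhibition keeps polarization high; 0% = DMSO wells and 100% = 60 µM reference IDE inhibitor Ii1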
An asterisk follows results filed as active; . = no result given; & = joins results of further samples; ! = not confirmed by another sample.

SMILES | SUMO HTRF inh | p-CIP stab down | CRFBP-R2 block | IDE act | IMP-1 inh | VIM-2 inhibitor | HCV NS3 hel inh | GalR3 antag | IDE inh
Cc1cccc(S(=O)(=O)c2c(N)n(-c3ccccc3)c3nc4ccccc4nc23)c1 | 2 | -4 | -17 | -3 | -1.5 | -0.7 | 13 | -4 | 14
Cc1c(Cl)c(C(F)(F)F)nn1CC(=O)NCc1ccco1 | 16 | -8 | 8 | 1 | -1.7 | -1.2 | 9 | -6 | -6
Cc1ncc(CSCC(=O)Nc2cc(C(F)(F)F)ccc2Cl)c(CO)c1O | 0 | -12 | -2 | 2 | 0.0 | -1.1 | -9 | -12 | -6
O=C(Nc1ccccc1C(F)(F)F)c1cc(S(=O)(=O)N2CCC3(CC2)OCCO3)ccc1F | 19 | -12 | -10 | 4 | -2.7 | -2.3 | -4 | -3 | 5
COc1cccc(C(=O)Nc2ccncc2)c1OC | -6 | -12 | 5 | 5 | -5.2 | -1.5 | -6 | -11 | -1
CCOC(=O)[C@@H]1[C@H]2COc3ccc(Br)cc3[C@H]2N2C(=O)N(c3cccc(F)c3)C(=O)[C@]12C | -5 | -8 | 4 | 6 | -2.9 | -1.6 | -28 | 0 | 4
CC(NC(=O)c1cc(COc2ccccc2)on1)c1nccs1 (stereo not drawn) | 7 | -4 | -11 | -4 | -0.7 | -1.7 | 5 | -3 | -2
CCN(C(=O)CN1C=NS(=O)(=O)c2ccccc21)c1ccccc1 | 2 | 0 | 10 | 6 | -0.9 | 2.0 | 20 | -3 | -4
O=C(c1ccc(COc2ccccc2Cl)o1)N1CCN(Cc2ccc3c(c2)OCO3)CC1 | 7&-1 | -6&12 | 60*! | 3&1 | -1.5&-2.4 | 2.6&-3.5 | -55&-18 | 0&-4 | 5&-1
CCCCc1cc(=O)oc2cc(C)cc(O)c12 | 18 | -5 | 6 | -1 | -1.1 | -3.6 | 2 | -7 | 0
O=C1C[C@H](c2ccc(O)cc2)Oc2cc(O[C@@H]3O[C@H](CO)[C@@H](O)[C@H](O)[C@H]3O)cc(O[C@@H]3O[C@H](CO)[C@@H](O)[C@H](O)[C@H]3O)c21 | . | . | 9 | 1 | . | . | . | -3 | 0
O=C(Nc1ccc2c(c1)OCO2)C(c1ccccc1)N1CCN(C(=O)c2ccco2)CC1 (stereo not drawn) | 7 | -6 | 11 | -1 | -3.7 | -1.8 | -1 | -3 | 8
Cc1ccccc1N(C(=O)Cn1nnc(-c2cccs2)n1)C(C(=O)NCCC(C)C)c1ccco1 (stereo not drawn) | -21 | -6 | 6 | 5 | -2.0 | -0.3 | -3 | -3 | -4
CC(C)(NS(=O)(=O)OCC(Cl)(Cl)Cl)c1ccccc1 | -5 | -3 | 2 | 3 | -1.6 | -3.0 | 1 | -6 | 1
CC(=O)c1cccc(-n2nnnc2SCC(=O)Nc2cccc(NC(=O)c3ccco3)c2)c1 | -25 | 2 | -11 | -3 | -2.3 | -1.5 | -8 | 0 | -6
O=C(COC(=O)CNC(=O)C1CCCCC1)Nc1ccccc1OC(F)F | . | . | -3 | 2 | . | . | . | -4 | 4
C=CCC[C@@H](Cc1ccc(F)cc1)C(=O)OC[C@H](Cc1c[nH]c2ccccc12)NC(=O)[C@H](CC=C)CC(=O)N(CCO)Cc1ccccc1 | . | . | -13 | 10 | . | . | . | -8 | -1
CCN(CC)C(=O)[C@H]1CC(CC(=O)NCc2ccco2)C(=O)N2CCc3c([nH]c4ccccc34)[C@]12C (stereo partly drawn) | . | . | 6 | 4 | . | . | . | -7 | -4
COc1ccc(C(=O)C2CCCN(C(=O)c3cccc(N4CCCC4=O)c3)C2)cc1OC (stereo not drawn) | 1 | -13 | -4 | 7 | -1.8 | -3.0 | -9 | 5 | .
CS(=O)(=O)c1ccc2nc(NC(=O)CN3C(=O)C4CC=CCC4C3=O)sc2c1 (stereo not drawn) | 10 | -6 | -1 | 5 | -2.5 | -2.5 | 13 | -5 | 3
COc1ccc(NCc2nnc(SCC#N)n2-c2ccccc2OC)cc1 | 7 | -6 | 4 | 4 | -1.6 | -3.8 | -10 | -3 | -1
COc1ccc(S(=O)(=O)N2CCCCC2)cc1NCC(=O)Nc1ccc(C)cc1 | -3 | -15 | -14 | 3 | -3.9 | -2.3 | -1 | -6 | -6
O=C(CSc1nc2ccccc2[nH]1)NC1CCS(=O)(=O)C1 (stereo not drawn) | 11 | -5 | 11 | -3 | -4.2 | -2.8 | 3 | -5 | 9
CCN(CC)c1ccc(C(=O)NNC(=O)C2CSC3(C)CCC(=O)N23)cc1 (stereo not drawn) | . | . | 9 | 2 | . | . | . | 0 | -3
Cc1nc2ccc(C(=O)N/N=C/c3ccccc3O)cc2[nH]1 | 4 | -5 | -16 | 1 | 2.8 | -4.2 | -1 | 7 | 7
COC(=O)c1ccc(NC(=O)CSc2nnc(COc3c(C)cccc3C)o2)cc1 | 4 | 6 | -9 | -5 | -5.8 | -3.7 | 0 | -1 | 2
CC(=O)c1ccc(N2CCN(C(=O)CCS(=O)(=O)c3ccc4c(c3)NC(=O)CS4)CC2)cc1 | 4 | -16 | -8 | 2 | -4.8 | -1.6 | 14 | -5 | 4
O=C(CN1C(=O)NC2(CCCC2)C1=O)NNC(=O)c1ccc(Br)cc1 | . | . | -7 | 7 | . | . | . | -1 | -2
Cc1cccc(NC(=S)N(CCCN(C)C)Cc2cc3cc4c(cc3[nH]c2=O)OCO4)c1 | 8 | -13 | -26 | 7 | -2.0 | -0.2 | -2 | -3 | 2
Cc1ccc(-c2nc(SCC(=O)NCC3CCCO3)c(-c3ccccc3)[nH]2)cc1 (stereo not drawn) | 9 | -7 | -57 | 0 | 0.0 | 0.4 | 6 | . | 6
CC1CN(C(=S)NC2CCCC2)CC(C)O1 (stereo not drawn) | -1 | 5 | 5 | -4 | 0.2 | 0.6 | 1 | 1 | -3
CSc1cccc(NC(=S)N2CCC(N(C)C3CCCCC3)CC2)c1 | -8 | -1 | -15 | 10 | 0.7 | -0.2 | -14 | -4 | -1
Cc1ccc(NC(=S)N(CCCN2CCOCC2)Cc2ccco2)cc1 | 4 | -9 | 1 | -1 | -2.6 | -0.2 | -8 | -3 | 6
C[C@@H]1NC(=O)c2cc([N+](=O)[O-])cc(F)c2NCCC[C@@H](C(N)=O)NC(=O)[C@H](CC(N)=O)NC1=O | -6 | 2 | 3 | 5 | -2.9 | -2.6 | 3 | -8 | 6
CC(=O)c1c(C)[nH]c(C(=O)Nc2cccc(C)n2)c1C | 3 | -3 | 3 | 1 | -0.7 | -0.2 | 2 | 3 | -3
O=C(c1cc(-c2ccc(F)cc2)on1)N1CCCCCC1 | 0 | -22 | 2 | -1 | 0.9 | 1.4 | 24 | -9 | 0
COc1ccccc1C1C(C(=O)c2sc(C)nc2C)=C(O)C(=O)N1CCN1CCOCC1 (stereo not drawn) | 15 | 2 | 94* | 4 | -0.3 | -1.5 | -5 | -2 | 3
COc1cc(C(=O)Nc2cccc(C)n2)ccc1OCC(=O)N1CCOCC1 | . | . | 17 | 3 | . | . | . | -5 | 1
CCC(C)NC(=O)Cn1c(=O)n(CCCCCC(=O)Nc2ccccc2)c(=O)c2sccc21 (stereo not drawn) | -2 | 7 | 4 | -3 | -2.9 | -1.1 | -1 | -10 | 7
CNNC(=S)NC1CC2CC1C1C=CCC21 (stereo not drawn) | 11 | -8 | -5 | 4 | -1.3 | 0.0 | 20 | 0 | 1
COc1ccc(NC(=O)CN2CCN(S(=O)(=O)c3ccc(C(C)C)cc3)CC2)cc1OC | -8 | 13 | 0 | -3 | -2.6 | -0.7 | -2 | -2 | 1
c1ccc(Cn2ncc3c(N4CCCCC4)ncnc32)cc1 | -2 | 3 | 22 | 1 | -2.2 | -2.9 | 3 | 0 | 3
CCCCC(=O)Nc1nc2c(s1)COc1ccccc1-2 | 10 | 8 | -59 | 4 | -2.5 | -2.9 | -10 | . | 3
CCC(C)(C)C1CCC(=NNS(=O)(=O)c2ccc(C)c([N+](=O)[O-])c2)CC1 (stereo not drawn) | -26 | 11 | 16 | 0 | -1.5 | 0.0 | 7 | -4 | -5
CC(C)(CO)NC(=O)C(c1ccccc1)c1ccccc1 | 7 | -1 | -12 | 4 | -4.2 | -2.4 | 1 | -13 | -1
COc1ccc(CC(=O)OCn2nnc3ccccc3c2=O)cc1OC | 14 | -3 | 3 | 6 | -1.9 | -3.0 | 14 | -3 | -3
CC1CCN(c2nc3ccc(C(=O)NCCCN4CCCCC4C)cc3s2)CC1 (stereo not drawn) | 3 | 4 | -31 | 2 | -5.7 | 7.7 | -17 | 2 | -1
CCN1CCCC1CNCC(=O)Nc1ccc(OC(F)(F)F)cc1 (stereo not drawn) | 22 | -10 | 2 | 7 | -2.0 | -2.8 | 4 | -5 | -3
CCCCOc1ccc(Cl)cc1CSc1n[nH]c(C)n1 | -10 | 1 | -5 | 7 | 0.1 | 1.3 | -5 | -4 | 8
CC(CC(=O)N1CCN(C(=O)c2ccccc2)CC1)c1ccccc1 (stereo not drawn) | 8 | -4 | 7 | 5 | 0.3 | 2.8 | 3 | -1 | -6
N#C/C(=C\c1ccncc1)C(N)=O | -2 | -1 | 14 | -3 | -1.3 | -2.5 | 10 | -5 | 1
Cc1ccc(/C=C(\NC(=O)c2ccccc2)C(=O)NC(Cc2ccccc2)C(=O)O)cc1 (stereo not drawn) | 21 | -22 | -2 | 1 | -2.8 | -3.0 | 1 | 8 | 1
COc1ccc(NC(=O)CSc2nc3[nH]ncc3c(=O)[nH]2)cc1OC | . | . | 2 | 3 | . | . | . | 0 | 5
CC(=O)Nc1ccc(NC(=O)C(C)OC(=O)c2ccc(C)s2)cc1 (stereo not drawn) | 8 | -3 | -19 | 0 | 0.7 | -2.0 | 10 | -6 | 3
Cc1ccc(S(=O)(=O)N(C)C)cc1NC(=O)c1cccs1 | 2 | -10 | -3 | . | -1.9 | -3.4 | 4 | -3 | -2
CN(C)S(=O)(=O)c1cccc(NC(=O)CCCC2CCCCC2)c1 | -24 | 2 | -4 | 4 | -0.8 | -0.1 | -9 | -1 | -2
O=C(CCl)NCc1c(Cl)cccc1-n1cccc1 | -22 | 5 | -3 | 0 | -0.4 | 0.4 | -2 | -2 | 2
CC(c1ccccc1)N(NC(=O)C(O)(c1ccccc1)c1ccccc1)C(=O)c1ccccc1 (stereo not drawn) | 26 | -2 | 6 | 3 | -1.0 | -2.6 | 10 | -11 | -1
